# esBAF inh = inhibitors of esBAF chromatin remodeling in mouse ES cells; Bmi1-luciferase knock-in reporter, 24 h; 100% = twice the neutral-well signal; reporter increase, % at 12.5 µM; 350,000 compounds, 2% hits; in the data active = activation above about 40%;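 note: 0% = median of the plate's neutral control wells and 100% = double that signal; a rise in the Bmi1 reporter signal indicates esBAF inhibition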
# Xi reactivation = reactivates the inactive X chromosome in mouse fibroblasts | 360,000 compounds, 0.055% hits | XiGFP mouse fibroblasts, % GFP-positive cells imaging, 3 d; cells co-treated with 5-aza-dC sensitizer; scaled so ellipticine positive control = 100% | AID 743238 | activation, % at 7.58 µM;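 active = mean normalized replicate activation at least 10% and every replicate at or above 10%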;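 note: 0% = median of on-plate neutral control wells and 100% = ellipticine 6 µM median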
#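 Material: SV40-immortalized XiGFP fibroblast cells, line 68-5-11 | Buffer or medium: DMEM containing 5-aza-dC | Dosing: One concentration, pinned | Times: 3 d treatment, 15 min room-temperature fixation | Controls: Ellipticine 6 µM positive control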
# RAD52 inh = inhibitors of human RAD52 DNA annealing; recombinant RAD52 DNA annealing, FRET fluorescence; inhibition, % at 18.7 µM; 360,000 compounds, 0.46% hits;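 active = every replicate showing at least 50% inhibition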
# EWS-Fli block = blocks EWS/Fli oncoprotein-driven transcription; A673 NR0B1-luciferase reporter, viability-normalised; inhibition, % at 12.6 µM; 350,000 compounds, 0.67% hits; AID 651661;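 active = mean inhibition of at least 50% after viability correction, with every replicate also passing that limit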;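 note: firefly luciferase signal divided by Alamar Blue viability fluorescence both relative to DMSO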
# RAD54 branch = RAD54 (human) branch migration inhibition; Q92698; RAD54 Holliday junction branch migration, FAM/BHQ fluorescence; inhibition, % at 10.4 µM; 360,000 compounds, 0.14% hits; AID 602329;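 active = mean normalized replicate activity at least 40 and at least half of replicates scoring 40 or more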;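 note: 0% = median of neutral control wells and 100% = median of positive control wells; inhibitors cause a drop in the FAM fluorescence signal; in these data hits start at about 50%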
# Target sequence (Q92698 whole entry, looked up): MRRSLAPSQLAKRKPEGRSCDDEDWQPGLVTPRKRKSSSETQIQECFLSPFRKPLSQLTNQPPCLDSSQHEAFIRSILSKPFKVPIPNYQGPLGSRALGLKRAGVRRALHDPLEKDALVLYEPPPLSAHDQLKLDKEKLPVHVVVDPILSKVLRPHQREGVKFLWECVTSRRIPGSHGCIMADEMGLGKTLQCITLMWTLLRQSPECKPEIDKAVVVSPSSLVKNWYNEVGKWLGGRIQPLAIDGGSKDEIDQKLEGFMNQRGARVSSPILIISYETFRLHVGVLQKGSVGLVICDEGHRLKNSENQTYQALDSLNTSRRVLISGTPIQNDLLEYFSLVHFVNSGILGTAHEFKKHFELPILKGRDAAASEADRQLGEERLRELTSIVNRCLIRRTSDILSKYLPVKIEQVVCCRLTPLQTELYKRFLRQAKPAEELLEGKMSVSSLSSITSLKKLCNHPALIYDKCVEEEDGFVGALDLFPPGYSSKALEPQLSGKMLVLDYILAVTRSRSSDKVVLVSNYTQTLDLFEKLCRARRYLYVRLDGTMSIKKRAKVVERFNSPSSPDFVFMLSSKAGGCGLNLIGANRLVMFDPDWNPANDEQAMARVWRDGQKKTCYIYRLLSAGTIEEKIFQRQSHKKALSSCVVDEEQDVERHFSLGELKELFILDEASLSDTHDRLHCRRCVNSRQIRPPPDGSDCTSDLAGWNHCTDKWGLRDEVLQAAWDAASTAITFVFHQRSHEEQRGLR
# S100A4 MyoIIA = inhibitors of human S100A4 binding to myosin IIA peptide | P26447 | inhibition, % at 10.7 µM | S100A4/TAMRA-MyoIIA peptide fluorescence polarization | AID 652163 | 360,000 compounds, 0.14% hits;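 active = mean inhibition of at least 70% across replicates, with every replicate also reaching that level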
# Target sequence (P26447 whole entry, looked up): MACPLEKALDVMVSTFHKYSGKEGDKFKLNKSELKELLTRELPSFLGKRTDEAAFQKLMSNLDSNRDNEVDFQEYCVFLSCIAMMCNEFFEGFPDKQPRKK
#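 Test system – S100A4 monomer (human) · Compound – single-point compound testing · Schedule – 5 min incubation before reading · Probe or stimulus – TAMRA-labelled myosin IIA heavy-chain peptide probe, 5 nM · Benchmarks – neutral control DMSO, positive control TFP · Medium – Calcium-containing HEPES buffer, pH 7.2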
# FN deposit inh = fibronectin deposition inhibition; 350,000 compounds, 0.086% hits; AID 743247; AH1F fibroblasts, Alexa488-fibronectin deposition fluorescence, overnight; inhibition, % at 12.6 µM;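 active = mean inhibition across replicates of 30% or more, regardless of how many single replicates reach that level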;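 note: positive control wells lacked labelled fibronectin entirely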
#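 Material: AH1F fibroblasts assembling fluorescent fibronectin matrix; amount: 10000 AH1F cells/well; medium: DMEM, 2% serum; reagent: Alexa488-fibronectin, 24 nM final in well; dosing: single compound dose, delivered by pin transfer; incubation: 1 h adhesion, overnight exposure; detection: fluorescence after three HBSS washes, excitation 485 nm, emission 525 nm; measure: fibronectin deposition inhibition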
# E-sel inducer = induces E-selectin expression in human endothelial cells; HUVEC E-selectin immunofluorescence imaging; normalized: neutral wells 0, TNF-alpha wells 100; activation, % at 7.58 µM; 260,000 compounds, 0.37% hits; AID 686992;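 active = mean E-selectin-positive cell signal at least 10% of the positive control, reached in at least 60% of replicates, without over 20% cell loss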;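 note: in these data hits start at about 27%; measured in HUVEC primary endothelial cells; signal is the percent of cells scored E-selectin positive by PE staining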
#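 Test system: HUVEC; input: 3,000 HUVEC/well; measured by: immunofluorescence imaging; read-out: % PE-positive cells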
# The depositor's hits bear a star; · = not tested or not shown; & = joins results of further samples.
SMILES,esBAF inh,Xi reactivation,RAD52 inh,EWS-Fli block,RAD54 branch,S100A4 MyoIIA,FN deposit inh,E-sel inducer
COc1cccc(C(=O)Nc2ccc3c(c2)C(=O)N(C)[C@H]2CC[C@H](CC(=O)NCc4ccc(F)cc4)O[C@@H]2CO3)c1,6,0.1,·,5,1,·,-8,0.5
CCOC(=O)c1ccccc1NC(=O)COC(=O)CCNS(=O)(=O)c1ccc(C)c(C)c1,-1,-0.7,-5,-3,-11,-4,2,1.3
CCCCS(=O)CC(CS(=O)CCCC)OC(=O)c1ccccc1 (configuration not stated),-6,·,·,·,3,·,-1,-0.5
Cc1c(C(=O)O)oc2c1C(O)CC(C)(C)C2 (configuration not stated),-3&-13,·,-3,·,-2&-1,3,-4,·
CCN(CC(=O)NCc1ccc(F)cc1)C(=O)c1oc2ccccc2c1C,-8,0.0,11,6,5,-7,-11,·
CCCN(C)C[C@H]1OCCCC[C@@H](C)Oc2ccc(N(C)C)cc2C(=O)N([C@@H](C)CO)C[C@H]1C,3,0.0,23,0,9,6,·,-0.1
CCCN(CCC)C(=O)c1ccc2c(c1)N(Cc1ccccc1)C(=O)CS2=O (configuration not stated),1,0.2,2,-2,8,0,-11,-0.1
CCOC(=O)c1c(S(=O)(=O)N2CCCCCC2)c(C)n(C)c1C,-3,0.1,-9,-14,-9,-9,9,·
Cc1ccc(C(=O)NCC(=O)OCC(=O)N(CC(C)C)c2c(N)n(Cc3ccccc3)c(=O)[nH]c2=O)s1,-5,0.1,-18,8,-2,-5,-2,0.0
COc1cc(NC(=S)Nc2cccc(Cl)c2Cl)c(OC)cc1Cl,-2,·,-12,·,16,13,·,·
C=C[C@@H]1c2cc(C)ccc2N(S(=O)(=O)c2ccc(C)cc2)[C@H](c2ccc(OC(C)=O)cc2)C1(C#N)C#N,-11,0.1,-7,41,-6,-2,-2,1.4
C[C@@H]1CN([C@H](C)CO)C(=O)c2cc(NS(=O)(=O)c3ccc(F)cc3)ccc2O[C@H]1CN(C)C(=O)NC1CCCCC1,-2,0.0,1,3,-15,-57,-1,0.0
COc1cc(OC)cc(C(=O)NC(=S)Nc2ccc(N3CCCC3)cc2)c1,-5,0.1,6,15,5,-2,-11,0.2
O=C(NCCC(=O)N1CCN(c2ccccc2O)CC1)c1ccc(Cl)cc1,·,0.2,0,6,·,-3,-3,-2.2
Cc1ccc2c(c1)-c1c(cnn1CC(=O)N(CCC#N)c1ccccc1)CO2,-7,0.3,-5,5,-1,0,-33,-0.2
O=C(NNC(=O)C12CC3CC(CC(O)(C3)C1)C2)c1csc(N2CCOCC2)n1,0,0.2,-16,-1,-6,-10,-3,-3.6
Cc1nn(Cc2ccccc2Cl)c(C)c1NC(=O)c1noc(C(C)C)c1[N+](=O)[O-],-5,0.1,-7,·,3,-11,6,·
CC(C)=CCN1CCN(Cc2cc(CC(C)C)n[nH]2)CC1CCO (configuration not stated),-3,0.0,-8,11,-12,1,8,0.3
CCn1cc(C2=NC(CC(C)C)CO2)c2ccccc21 (configuration not stated),36,-0.3,-5,-32,·,4,7,0.1
O=C(CCCOc1ccc(Cl)cc1Cl)NCCc1nnc2ccccn12,·,0.0,5,·,·,-1,5,-0.1
COCC(=O)N(C)C[C@@H]1Oc2cc(C#CC(C)C)ccc2S(=O)(=O)N([C@H](C)CO)C[C@@H]1C,0,-0.6,2,-3,-1,4,·,-0.1
O=S(=O)(N[C@@H]1CC[C@H](CCn2cc(C3CC3)nn2)O[C@H]1CO)c1ccc(F)cc1,4,-0.4,4,2,-2,-3,·,0.8
CCCCN(C(=O)c1ccco1)C1CCS(=O)(=O)C1 (configuration not stated),-1,-0.2,-6,-11,-12,4,-4,·
CCOC(=O)c1cc(C#N)c(N2CCN(c3ccc(OC)cc3)CC2)[nH]c1=O,2,0.0,8,-15,-3,-2,1,·
CC(OC(=O)/C=C/c1ccc2ccccc2n1)C(=O)N(C)c1ccccc1 (configuration not stated),47*,0.1,-2,0,5,9,8,-1.5

# Record cards, from the list above.
# `C[C@@H]1CN([C@H](C)CO)C(=O)c2cc(NS(=O)(=O)c3ccc(F)cc3)ccc2O[C@H]1CN(C)C(=O)NC1CCCCC1` across the screens: esBAF inh = -2; Xi reactivation = 0.0; RAD52 inh = 1; EWS-Fli block = 3; RAD54 branch = -15; S100A4 MyoIIA = -57; FN deposit inh = -1; E-sel inducer = 0.0
# `CCOC(=O)c1c(S(=O)(=O)N2CCCCCC2)c(C)n(C)c1C` across the screens: esBAF inh = -3; Xi reactivation = 0.1; RAD52 inh = -9; EWS-Fli block = -14; RAD54 branch = -9; S100A4 MyoIIA = -9; FN deposit inh = 9; E-sel inducer = ·

# Further records.
SMILES,esBAF inh,Xi reactivation,RAD52 inh,EWS-Fli block,RAD54 branch,S100A4 MyoIIA,FN deposit inh,E-sel inducer
C=CCn1c(NC(=O)c2ccc(Br)o2)c(C(=O)OCC)sc1=S,-15,·,-10,-8,7,-2,·,·
COc1ccc2c3c(n(C)c2c1)[C@H](CO)N(C(=O)NC1CCCC1)CC31CN(C)C1,·,0.3,7,3,·,-9,·,0.0
COc1ccc(/C=C/C(=O)OCC(=O)NCCC2=CCCCC2)cc1OC,·,0.4,-38,-6,·,-4,-5,·
C[C@H](CO)N1C[C@H](C)[C@@H](CN(C)Cc2cccc(F)c2)Oc2cc(-c3ccc(C#N)cc3)ccc2S1(=O)=O,-15,-0.8,5,4,-6,-1,·,-0.1
CCOC(=O)C1(C)CCCN(C(=O)c2cc(C#N)cs2)C1 (configuration not stated),-1,0.3,11,4,13,-2,12,0.2
COc1ccc(/C=N/Nc2cc(C)nc3ccc(OC)cc23)c(OC)c1,-84,2.5,88*,66*,95*,-2,-3,1.4
C/C(CCC(=O)O)=N/Nc1ccc([N+](=O)[O-])cc1[N+](=O)[O-],·,0.0,-9,6,1,-3,2,·
CCCC#Cc1cnc2c(c1)C(=O)N([C@@H](C)CO)C[C@H](C)[C@H](CN(C)C(=O)Nc1cccc(F)c1)O2,-26,0.2,-6,-1,2,0,5,-0.3
O=C(N[C@H]1CC[C@H](CCNS(=O)(=O)c2ccc(Cl)cc2)O[C@H]1CO)c1ccccn1,2,-0.1,2,2,4,18,7,0.2
O=C1CN(S(=O)(=O)c2cccc(Br)c2)CCN1,-9,0.1,-3,-3,·,-8,11,·
Cc1cc(NS(=O)(=O)c2ccc(NC(=S)Nc3ccc(Cl)cc3C)cc2)no1,·,0.0,-31,23,·,3,-7,·
COc1ccc(OC(=O)N(C)C[C@@H]2OCc3ccccc3-c3ccccc3C(=O)N([C@H](C)CO)C[C@@H]2C)cc1,2,0.0,-2,10,0,-15,-2,-0.5
C[C@@H]1CN([C@H](C)CO)C(=O)CCCn2nncc2CO[C@@H]1CN(C)C(=O)Nc1cccc2ccccc12,-1&-4,-0.1&0.7,-3&0,-3&-10,9,-5&1,-1&-13,-0.1&-0.1
Cc1occc1C(=O)NNC(=S)NCc1ccccc1,·,0.2,-9,-22,2,-8,-1,-0.1
O=C(NCC(c1cccs1)N1CCOCC1)c1ccccc1NS(=O)(=O)c1ccc(Cl)cc1 (configuration not stated),·,0.1,-22,-12,·,-1,·,·
CCOC(=O)C(=Cc1ccc(-n2ccnc2)cc1)C(=O)OCC,-6,3.6,13,10,4,0,1,·
CC1CCN(C(=O)CSc2nc3ncccc3[nH]2)CC1,12,0.2,-11,-22,5,0,4,·
COc1ccc(-c2cc(C(=O)N3CCCCCC3)c3cc(C)ccc3n2)cc1,10,0.0,-9,3,3,-1,-1,·
C/C=C/c1cnc2c(c1)C(=O)N([C@@H](C)CO)C[C@H](C)[C@H](CN(C)Cc1ccccc1)O2,3,-1.2,3,8,7,-4,1,0.2
C[C@H](CO)N1C[C@H](C)[C@@H](CN(C)S(=O)(=O)c2cccs2)OCCCC[C@H](C)Oc2ccc(NC(=O)Nc3ccc4c(c3)OCO4)cc2C1=O,1,0.0,-5,-1,-2,-1,·,0.7
CC(=O)n1cc(Nc2ccc([N+](=O)[O-])cc2)c2ccccc21,·,0.0,-1,13,·,-2,-10,·
COc1ccccc1NS(=O)(=O)c1cc(NC(=O)c2cccc(S(=O)(=O)N(C)C)c2)ccc1N1CCOCC1,-9,0.0,-7,0,·,-8,-14,·
C[C@H](O)C#Cc1ccc([C@@H]2[C@H](CO)N3CCCCN(C(=O)c4ccc(F)cc4)C[C@@H]23)cc1,·,0.0,14,10,-1,7,·,-0.4
C[C@@H]1CN([C@H](C)CO)C(=O)c2cc(-c3cccc(F)c3)cnc2O[C@H]1CN(C)Cc1ccncc1,-2,-1.2,1,-1,-6,-6,·,-0.2
O=C(Nc1cccc(C(F)(F)F)c1)C1CCCO1 (configuration not stated),·,0.7,-10,10,·,-4,4,·

# Two neighbouring entries already listed:
SMILES,esBAF inh,Xi reactivation,RAD52 inh,EWS-Fli block,RAD54 branch,S100A4 MyoIIA,FN deposit inh,E-sel inducer
COc1cccc(C(=O)Nc2ccc3c(c2)C(=O)N(C)[C@H]2CC[C@H](CC(=O)NCc4ccc(F)cc4)O[C@@H]2CO3)c1,6,0.1,·,5,1,·,-8,0.5
CCOC(=O)c1ccccc1NC(=O)COC(=O)CCNS(=O)(=O)c1ccc(C)c(C)c1,-1,-0.7,-5,-3,-11,-4,2,1.3

# Next part.
SMILES,esBAF inh,Xi reactivation,RAD52 inh,EWS-Fli block,RAD54 branch,S100A4 MyoIIA,FN deposit inh,E-sel inducer
Cc1nn(CC(C)C)c(Cl)c1C(=O)N(C)CC(=O)Nc1ccc(Cl)cc1,-5,0.2,5,-13,-12,-1,-8,-2.3
O=C(Nc1ccccc1Cl)N1[C@@H]2CNC[C@H]1C2c1ccc(-c2ccccc2)cc1 (some centres not stated),·,0.0&0.0,-2&30,3&-2,·,4&10,-8&-3,-0.1&0.0
CCCCN(C(=O)CSCC(=O)Nc1ccc(C)cc1)c1c(N)n(CC(C)C)c(=O)[nH]c1=O,-1,-0.1,-21,1,-2,13,12,-0.2
COCC(=O)N(C)C[C@H]1N[C@@](Cc2ccccc2)(C(=O)OC)[C@H]2C(=O)N(Cc3ccccc3)C(=O)[C@@H]12,-3,-0.1,-3,5,9,1,3,0.2
CN1CCN(S(=O)(=O)c2cccc(C(=O)N(C)Cc3cccs3)c2)CC1,-2,0.0,3,1,-2,0,-6,·
Cc1cc2nc(-c3ccccc3Br)n(/C=C(\c3ccccc3)n3c(=O)[nH]c4ccccc43)c2cc1C,25,0.0,-3,-15,-3,38,3,1.1
NC(=O)C1CCN(C(=O)c2cc3c(s2)CCCC3)CC1,·,0.2,-7,-23,-1,-3,9,-0.1
C[C@@H]1CN([C@@H](C)CO)C(=O)Cc2cc(NC(=O)Nc3ccccc3)ccc2O[C@H]1CN(C)S(=O)(=O)c1cn(C)cn1,-2,-0.4,-2,-11,11,0,·,0.1
Cc1ccccc1C(=O)Nc1ccc(N2CCCC2)cc1,31,-0.1,-10,-63,-11,-3,-4,0.3
COc1ccccc1CNC1CCN(Cc2ccccc2)CC1,-8,0.2,-8,7,-5,4,-5,·
Cc1ccc(-c2nc3ccc(C)cn3c2CC2CCCCC2)cc1,·,0.0,-163,-18,·,10,-9,0.1
CSc1ccc(S(=O)(=O)NCC(=O)OCC(=O)NC2(C#N)CCCCC2)cc1[N+](=O)[O-],0,0.2,8,-2,-15,23,-5,·
CC(C)Cc1nc2oc3c(NCC(C)O)ncnc3c2c2c1CCCC2 (configuration not stated),3,-0.1,-11,14,-12,-3,0,·
